From PubChem BioAssay
HTR5A inv ctr: HTR5A inverse agonists in luminescence cell assay, primary screen, counter-screen for OPRM1-OPRD1 heterodimer inverse agonist project, full-deck HTS | HTR5A cell line, inverse agonism | AID 504634, 2011 | 5-hydroxytryptamine receptor 5A (Homo sapiens), P47898 | 340,000 compounds, 0.083% hits | inhibition, % at 9.3 µM; in the data active = inhibition mostly above about 23%, no sharp cut-off; inactive = mostly below about 18%;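 also: 0% = cells with DMSO and 100% = no-cell wells with DMSO; some compounds called inactive have numbers as strong as hits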
Target sequence (P47898 whole entry, looked up): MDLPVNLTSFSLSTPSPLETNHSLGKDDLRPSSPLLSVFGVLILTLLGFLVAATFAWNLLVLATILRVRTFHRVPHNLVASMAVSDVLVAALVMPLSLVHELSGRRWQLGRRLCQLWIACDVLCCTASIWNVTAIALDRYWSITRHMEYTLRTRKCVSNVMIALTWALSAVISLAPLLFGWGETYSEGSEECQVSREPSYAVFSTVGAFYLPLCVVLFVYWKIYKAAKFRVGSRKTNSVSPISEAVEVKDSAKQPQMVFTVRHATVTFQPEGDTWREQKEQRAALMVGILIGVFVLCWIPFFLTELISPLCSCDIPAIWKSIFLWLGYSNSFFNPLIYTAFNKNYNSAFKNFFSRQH
PKA-R2B activ: activators of PKA-R2B holoenzyme, primary screen, biochemical, fluorescence polarization, Cy5-IP20, human; 340,000 compounds, 0.079% hits; activation, % at 11.4 µM; PKA-R2B holoenzyme dissociation; R2B truncated from residue 108, S112A mutant; 0% DMSO only, 100% 113 µM cGMP; cAMP-dependent protein kinase catalytic subunit beta (Homo sapiens) + cAMP-dependent …; AID 504700, 2011;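 active = activation above a cutoff set at the mean over all compounds plus 3 SD, cut at about 18% in these data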;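 also: higher means more holoenzyme dissociation and a rise in polarization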
Target sequence (P31323 whole entry, looked up, other chains not shown, the tested form may be a part): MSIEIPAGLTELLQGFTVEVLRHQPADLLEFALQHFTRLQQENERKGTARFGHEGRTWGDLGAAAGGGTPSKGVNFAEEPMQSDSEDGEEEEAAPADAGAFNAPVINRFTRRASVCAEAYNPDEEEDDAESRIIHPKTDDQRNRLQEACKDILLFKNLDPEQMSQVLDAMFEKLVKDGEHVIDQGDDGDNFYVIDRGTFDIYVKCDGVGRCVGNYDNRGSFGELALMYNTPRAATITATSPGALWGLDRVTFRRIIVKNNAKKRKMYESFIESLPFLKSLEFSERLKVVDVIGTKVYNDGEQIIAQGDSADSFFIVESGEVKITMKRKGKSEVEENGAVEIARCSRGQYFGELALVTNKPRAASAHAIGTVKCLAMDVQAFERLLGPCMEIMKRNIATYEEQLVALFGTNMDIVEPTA
Pemphigus Ab inh: inhibitors of pemphigus antibody binding to DSG3, primary screen, biochemical, bead-based, flow cytometry, scFv-GFP; Desmoglein-3 (Homo sapiens), P32926; DSG3-coupled beads, scFv-anti-DSG3-GFP binding; active compounds read low; binding (percent of control), % at 10 µM; 310,000 compounds, 0.48% hits; AID 588358, 2011;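 active = binding more than 3 SD below its plate's average and above zero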;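 also: hits lower antibody fragment binding to DSG3; some compounds called inactive have numbers as strong as hits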
DAGLB inh: DAGLB lipase inhibitors, primary screen, biochemical, fluorescence, HTS | Diacylglycerol lipase-beta (Homo sapiens), Q8NCG7 | HEK293T DAGLB membrane lysate, EnzChek fluorogenic substrate | inhibition, % at 5.17 µM | 340,000 compounds, 0.059% hits | AID 504411, 2011; in the data active = inhibition above about 34%;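 also: 0% = enzyme with vehicle and 100% = wells lacking enzyme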
MOR-DOR inv ag: inverse agonists of MOR-DOR heterodimerization, primary screen, cell-based, luminescence | cell-based MOR-DOR heterodimer luminescence, inverse agonism | inhibition, % at 9.3 µM | 340,000 compounds, 0.21% hits | AID 504357, 2011; in the data active = inhibition above about 22%, passing the limit was not always enough;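 also: 0% = cells with DMSO and 100% = wells without cells with DMSO; values of inactives mirror those of a sister screen read the other way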
PKA-R1A activ: activators of PKA-R1A holoenzyme, primary screen, biochemical, fluorescence polarization, Cy5-IP20, bovine R1A, mouse PKAc; activation, % at 11.4 µM; PKA-R1A dissociation; scaled: DMSO 0%, 113 µM cGMP 100%; AID 504707, 2011; cAMP-dependent protein kinase type I-alpha regulatory subunit (Bos taurus) + …; 340,000 compounds, 0.083% hits;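 active = percent activation above the mean of all tested compounds plus 3 SD, cut at about 19% in these data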;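 also: higher means more PKAc released from R1A so a rise in polarization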
Arr AP2 block: inhibitors of beta-arrestin/AP2 binding, primary screen, biochemical, GPCR trafficking, flow cytometry. AID 504490, 2011. beta-arrestin 1 C-terminal peptide binding to AP2 beta2-adaptin appendage (human). inhibition, % at 10 µM. FITC-arrestin peptide / GST-AP2 beads; AP2 beta2 appendage carries R879A mutation. 340,000 compounds, 0.31% hits;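 active = inhibition above a set limit, near 3 SD of compounds lacking own fluorescence, cut at about 54% in these data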;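 also: plate controls were DMSO wells for no effect and 5 µM unlabelled arrestin peptide for full effect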
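System: GST-AP2 R879A bound to glutathione beads, E. coli-expressed. Also added: 50 nM FITC-arrestin peptide. Schedule: compound with beads 12 min RT, then probe 1 h RT. Signal: bead flow cytometry, FITC channel. Read-out basis: percent response.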
V-ATPase pH: regulators of yeast V-ATPase proton pumping, primary screen, pHLuorin cytosolic pH fluorescence; response, % at 10 µM; 350,000 compounds, 0.37% hits; AID 504577, 2011; S. cerevisiae; in the data active = response mostly above about 7.3%, no sharp cut-off; inactive = mostly below about 5.4%; also: actives read high; inactives centre near 0; some compounds called inactive have numbers as strong as hits; reference of the scale not given here
OPRM1-OPRD1 ag: agonists of OPRM1-OPRD1 heterodimerization, primary screen, cell-based, luminescence; activation, % at 9.3 µM; cells; 340,000 compounds, 0.3% hits; Mu-type opioid receptor (Homo sapiens) + Delta-type opioid receptor (Homo sapiens), …; in the data active = activation above about 18%;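 also: 0% = vehicle-treated cells and 100% = reference agonist; values of inactives mirror those of a sister screen read the other way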
HTR5A ag: HTR5A agonists in luminescence cell assay, primary screen, counter-screen for OPRM1-OPRD1 heterodimer agonist project, full-deck HTS; 5-hydroxytryptamine receptor 5A (Homo sapiens), P47898; cell-based; activation, % at 9.3 µM; 340,000 compounds, 0.61% hits; AID 504692, 2011; in the data active = activation mostly above about 9.5%, no sharp cut-off; inactive = mostly below about 7.6%;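 also: 0% = cells with vehicle only and 100% = reference agonist; strong numbers were not always called active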
* = called active by the depositor; . = no result given. Outcome played no part in choosing rows; 2.4% or so of the library scored in one or more.

SMILES	HTR5A inv ctr	PKA-R2B activ	Pemphigus Ab inh	DAGLB inh	MOR-DOR inv ag	PKA-R1A activ	Arr AP2 block	V-ATPase pH	OPRM1-OPRD1 ag	HTR5A ag
CC(=O)Nc1cccc(C(=O)NC2CCCc3c2cnn3-c2cc(C)cc(C)c2)c1 (stereo not drawn)	-11	4	113	1	2	3	28	4	-0.4	0
CCOC(=O)C1CCN(C(=O)COC(=O)c2ccc3[nH]c4c(c3c2)CCCC4)CC1	-18	-9	107	0	18	-4	-14	-1	-3.3	0
CCOC(=O)C(=O)Nc1nc(-c2ccccc2)c(CC)s1	-40	-8	100	-1	0	11	0	-2	0.1	1
Cc1cccc2c(N=Nc3ccc(S(=O)(=O)Nc4cccc(Cl)c4)cc3[N+](=O)[O-])c(O)[nH]c12	13	2	78	11	1	-7	0	-3	-0.2	-5
Cc1ccsc1/C=N/NC(=O)c1nnn(-c2nonc2N)c1C	9	0	.	0	0	-5	13	1	0.0	2
Cc1cc(Cl)ccc1OCCCC(=O)NCc1ccncc1	-2	-3	107	-2	8	2	1	2	-1.5	1
Cc1ccc(CN2CCC(n3nccc3NC(=O)CCOc3ccccc3)CC2)o1	-3	-9	106	0	12	-4	-7	-3	-1.7	-6
COc1ccc2c(c1)c(=O)c(C(=O)c1ccc(F)cc1)cn2CC(=O)Nc1ccc(F)cc1	4	1	90	-4	1	-1	21	-2	-0.2	-1
O=C(NC(=Nc1ccccc1)N1CCOCC1)Nc1ccccc1	5	3	119	3	-1	0	-2	0	0.1	-4
COc1cc(NC(=S)NCCc2ccc(S(N)(=O)=O)cc2)c(OC)cc1Cl	-1	6	95	-1	-5	0	17	2	1.1	0
CCC(=O)Nc1cc(C(=O)OCC(=O)c2ccc(Cl)cc2Cl)ccc1C	-8	-4	103	-1	15	-17	12	-105	-2.9	-2
Cc1ccc(NS(=O)(=O)c2ccc(-n3cccn3)cc2)cc1Cl	.	-5	100	2	.	-4	.	.	.	.
CCCCN(C)CCNC(=O)c1cc2c(-c3cccc(OC)c3)nn(C)c2s1	3	0	99	1	-15	-1	5	0	2.9	-1
COc1ccc(C2NC(C(=O)O)Cc3c2[nH]c2ccccc32)cc1OC (stereo not drawn)	-5	-15	103	3	-2	-3	5	-5	0.2	1
O=C(N/N=C/c1cccnc1)c1ccc([N+](=O)[O-])cc1	10	-2	103	5	-32	-19	-6	4	5.7	-4
CCCC(=O)Nc1ccc(C(=O)NNC(=O)c2ccco2)cc1	-21	-10	101	1	1	-11	-4	7	-0.1	2
CCOc1ccccc1CN1CCN(Cc2ccc(C)o2)CC1CCO (stereo not drawn)	16	-11	99	-1	-1	-2	4	0	0.3	-7
COc1ccc(NC(=O)CSc2nc(C)cs2)c(OC)c1	-3	1	101	-1	4	9	-3	-2	-0.7	1
CC(C)n1cc(CN2CCN(CCc3ccccc3)C(CCO)C2)cn1 (stereo not drawn)	9	2	105	0	-5	-11	-8	1	0.9	-3
Cc1cc(OCC(=O)Nc2nccs2)c2c(C)cc(=O)oc2c1	-6	-10	88	-1	2	4	60*	-3	-0.4	-3
OC(COCc1ccccc1)CN1CCCC1 (stereo not drawn)	-9	1	96	-3	12	4	-6	2	-2.1	-5
O=C(NCC1CC1)C1(C(F)(F)F)CC(CCc2ccccc2)CCCO1 (stereo not drawn)	-13	-2	94	-17	-8	2	18	10*	1.4	4
O=C1Nc2ccccc2C1Cc1ccc(OC(F)(F)F)cc1 (stereo not drawn)	14	-21	100	-3	-10	-8	23	-1	2.0	-4
COc1cc(N2C(=O)CC3(CCCC3)CC2=O)cc(OC)c1OC	9	2	105	0	15	-3	37	-2	-2.9	-1
CC1CCN(C(=O)CSc2nnc(Cn3c(=O)sc4ccccc43)n2C)CC1	3	1	106	0	8	1	3	1	-1.6	-1
O=C(COc1ccc([N+](=O)[O-])cc1)Nc1cccc(C(=O)Nc2ccccc2C(=O)O)c1	10	-4	90	3	12	-3	-6	-5	-2.3	3
O=C(Cn1nc(C(=O)O)c2ccccc2c1=O)Nc1ccc(F)cc1F	-33	1	.	0	14	-1	-11	2	-2.2	12
Cc1c(NC(=O)CN2C(=O)NC(CCc3ccccc3)C2=O)c(=O)n(-c2ccccc2)n1C (stereo not drawn)	8	-3	107	-1	1	4	-9	1	-0.2	0
Cc1c(Cl)c([N+](=O)[O-])nn1CC(=O)NC(C)c1ccccc1 (stereo not drawn)	-32	-14	106	1	15	-1	9	6	-2.8	2
Clc1ccc(-c2n[nH]c3c2CCCC3)cc1	10	-5	84	0	-3	-4	-10	0	0.5	-4
CC(C)N1CC(C(=O)Nc2ccc(F)c(Cl)c2)CC1=O (stereo not drawn)	0	4	98	2	2	6	17	1	-0.4	0
Cc1c(C(=O)c2ccc(F)cc2)c2ccccn2c1CCc1ccccn1	1	-2	100	2	-1	-10	21	2	0.3	0
Cc1ccc(NC(=O)COC(=O)CN2C(=O)c3ccccc3C2=O)cc1S(=O)(=O)N(C)C	5	-7	38	-1	3	0	-15	0	-0.7	-2
Cc1cccc(NC(=O)Nc2nnc(-c3ccccc3)o2)c1	8	-7	93	-3	11	-10	-1	2	-2.3	-3
S=c1[nH]nc(COc2ccccc2)n1/N=C/c1ccc(Cl)c(Cl)c1	-8	-1	102	5	-19	1	1	3	4.1	2
CCOC(=O)/C=C1\CN(Cc2ccc(OC)cc2)S(=O)(=O)c2ccccc21	-8	3	108	-4	20	-9	5	0	-3.6	-3
CCOC(=O)N1CCN(CC(O)COc2cc(C)ccc2C(C)C)CC1 (stereo not drawn)	24	0	97	-2	-7	10	5	-1	1.3	-1
Nc1nc(N)nc(-c2ccc([N+](=O)[O-])o2)n1	-2	-4	95	0	-17	-6	-16	3	3.3	1
C=C1CCC2C(C)(C)[C@H](O)CC[C@@]2(C)[C@@H]1COc1cc(=O)oc2ccccc12 (stereo partly drawn)	-31	-11	100	-5	-6	-5	4	5	1.2	5
O=C(NCC(c1cccnc1)N1CCN(c2ccc(F)cc2)CC1)c1ccc2c(c1)OCO2 (stereo not drawn)	-3	-1	108	4	14	0	16	-3	-2.5	2
O=[N+]([O-])c1ccc(-c2ccc(C=Nc3cccc4ccccc34)o2)cc1	-1	-10	87	0	-28	-3	5	-1	5.0	4
O=C(c1ccco1)N1CCn2c1nc1ccccc12	.	-16	109	-1	.	-13	-11	-1	.	.
Cc1ccc(S(=O)(=O)N2CCN(CC(O)c3ccccc3)CC2)cc1C (stereo not drawn)	-14	-8	103	-1	3	-3	-21	4	-0.7	5
CC1CCCCN1C(=O)CCc1nnc(Cc2c[nH]c3ccccc23)o1 (stereo not drawn)	7	-8	111	-3	9	-14	-5	-3	-1.2	1
CCCP(=O)(CC(=O)N(CC)CC)c1ccccc1 (stereo not drawn)	12	-16	102	-1	18	-8	-4	1	-3.3	-3
O=C(COC(=O)c1cccnc1Cl)Nc1ccc2c(c1)OCCO2	2	-5	109	-2	3	-10	6	3	-0.7	2
CCCCn1c(N)c(N(CC(C)C)C(=O)c2ccc(OC)c(S(=O)(=O)N3CCOCC3)c2)c(=O)[nH]c1=O	-10	-6	95	1	15	-9	8	-1	-3.7	4
Cc1cc(C)nc(N2CCCC(C(=O)NCCc3ccc(F)cc3)C2)n1 (stereo not drawn)	-13	-10	95	4	-22	-2	-3	-7	4.2	5
Cn1c(=O)c(/C=C/c2ccccc2)nc2ccccc21	-3	5	86	-6	-6	8	36	-3	1.1	3
COc1ccc(CCNC(=O)C2CCN(S(C)(=O)=O)CC2)cc1	-11	0	97	1	13	-17	5	1	-2.3	5
Cc1cc(Br)ccc1SCC(=O)OCC(=O)NC1CCCC1	15	-17	101	-1	6	-1	-4	-1	-0.8	-2
c1ccc(-c2nc(NCc3ccco3)c3oc4ccccc4c3n2)cc1	11	-9	97	-12	3	1	3	-1	-0.7	2
CCSc1nc(C)cc(C)c1S(=O)(=O)c1ccccc1C	-7	4	105	-9	-25	7	1	0	5.1	3
O=C(CNc1cccc(S(=O)(=O)N2CCCC2)c1)Nc1ccc(C(F)(F)F)cc1	15	-5	96	-2	-9	-7	-6	-1	1.4	-5
Fc1ccc(Nc2nc(-c3ccncc3)nc3ccccc23)cc1	-9	0	85*	-2	-5	-8	21	-3	0.9	2
Nc1cc(N)nc(SCC(=O)Nc2ccccc2)n1	14	-3	108	0	13	-12	-2	2	-2.5	-2
Cn1nc(C(=O)NCc2cccnc2)c2ccccc2c1=O	5	-4	.	3	-3	-16	14	.	0.5	7
COc1ccc(NC(=O)CSc2nnc(CNC(=O)COc3ccc(Cl)cc3)o2)cc1	-11	-7	90	0	0	4	-12	-1	0.1	5
CC1(C)c2ccccc2N2CC(=O)N(CC(N)=O)C21C (stereo not drawn)	12	-1	96	-8	9	-8	22	2	-1.5	2
Cc1cc(C)c(NC(=O)COc2nncc3ccccc23)c(C)c1	-14	-3	97	0	12	1	21	3	-2.4	6

The listing continues.
SMILES	HTR5A inv ctr	PKA-R2B activ	Pemphigus Ab inh	DAGLB inh	MOR-DOR inv ag	PKA-R1A activ	Arr AP2 block	V-ATPase pH	OPRM1-OPRD1 ag	HTR5A ag
CCCc1cc2c(cc1NC(=O)c1ccccc1Cl)OCO2	16	-2	109	2	14	-6	0	5	-2.5	-6
CCOC(=O)c1ccc(S(=O)(=O)N2CCN(CC(=O)NC(=O)NC3CCCCC3)CC2)cc1	1	-7	101	-4	-10	-12	4	1	1.9	2
O=C(CSc1ccccn1)N1CCNC1=O	15	4	.	2	8	3	10	5	-1.6	-4
O=C(COC(=O)c1ccc(O)cc1O)NC12CC3CC(CC(C3)C1)C2	-16	-11	110	-3	-16	6	-5	-2	3.9	3
Cc1ccc(-n2c(SCC(N)=O)nnc2-c2ccc(S(=O)(=O)N3CCCCC3)cc2)c(C)c1	3	-16	104	-2	7	10	-4	-3	-1.3	7

Looked up one by one from the entries so far:
SMILES	HTR5A inv ctr	PKA-R2B activ	Pemphigus Ab inh	DAGLB inh	MOR-DOR inv ag	PKA-R1A activ	Arr AP2 block	V-ATPase pH	OPRM1-OPRD1 ag	HTR5A ag
O=C(COC(=O)c1ccc(O)cc1O)NC12CC3CC(CC(C3)C1)C2	-16	-11	110	-3	-16	6	-5	-2	3.9	3
Cc1ccc(-n2c(SCC(N)=O)nnc2-c2ccc(S(=O)(=O)N3CCCCC3)cc2)c(C)c1	3	-16	104	-2	7	10	-4	-3	-1.3	7
